SNCA expr inhib: Primary qHTS assay for inhibitors of alpha-synuclein gene (SNCA) expression; actives 0.17% (n = 140,000); Potency, µM (titrated, usually from 57.2 µM), for the others: top-dose activity change, negative = inhibition, most hits filed as inhibitors; HEK-293 SNCA-luciferase knock-in, luminescence, 24 h;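 also: potency is read from the fitted curve at half-maximal effect; plate controls were DMSO cells for no effect and cell-free wells for full effect; nearly all actives have a fitted effect of over 45% in size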
GPT2 inhibitor: Primary qHTS assay for inhibitors of Glutamate pyruvate transaminase 2 (GPT2); Alanine aminotransferase 2 (Homo sapiens), Q8TD30; Recombinant GPT2, coupled pyruvate oxidase/HRP Amplex Red fluorescence; Potency, µM (highest dose often 57.7 µM), for inactives: top-dose activity change, negative = inhibition, usual class: inhibitors; actives 0.25% (n = 100,000); also: potency is read from the fitted curve at half-maximal effect; nearly all actives have a fitted effect of over 60% in size; many of its hits are not listed in these tables
Target sequence (Q8TD30 whole entry, looked up): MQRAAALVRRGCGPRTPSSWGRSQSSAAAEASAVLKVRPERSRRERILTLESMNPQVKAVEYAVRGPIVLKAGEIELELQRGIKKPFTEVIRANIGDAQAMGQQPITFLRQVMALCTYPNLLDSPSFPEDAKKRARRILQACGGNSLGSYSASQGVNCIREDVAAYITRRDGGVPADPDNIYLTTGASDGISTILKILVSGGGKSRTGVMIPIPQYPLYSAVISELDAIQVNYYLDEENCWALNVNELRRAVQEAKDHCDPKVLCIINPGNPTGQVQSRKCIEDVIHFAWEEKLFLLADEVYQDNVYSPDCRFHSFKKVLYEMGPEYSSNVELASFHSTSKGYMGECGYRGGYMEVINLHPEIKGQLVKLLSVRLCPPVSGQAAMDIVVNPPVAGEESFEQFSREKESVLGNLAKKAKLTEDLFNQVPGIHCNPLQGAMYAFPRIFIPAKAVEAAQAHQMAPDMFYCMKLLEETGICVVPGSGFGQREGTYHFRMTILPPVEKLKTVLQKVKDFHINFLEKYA
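GPT2 10ng/uL, a-KG 250uM, L-Ala 2mM, HEPES pH7.5 + 0.0001% Tween; 30 min RT. Then Amplex mix (PO/HRP/ThPP), 30 min RT dark, fluorescence. AOA 50uM used as positive control.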
SNCA viab count: GF-AFC viability counterscreen for inhibitors of alpha-synuclein gene (SNCA) expression | HEK-293-SNCA-luc viability, GF-AFC fluorescence, 24 h | Potency, µM (top dose mostly 57.1 µM), for inactives: at the highest dose activity change, negative = cytotoxicity, usual class: cytotoxic | actives 0.12% (n = 150,000) | AID 1671193, 2021;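 also: potency is read from the fitted curve at half-maximal effect; 0% = DMSO-treated cells and -100% = medium-only wells without cells; nearly all actives have a fitted effect of over 30% in size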
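Cytotoxicity counterscreen: after 24 h compound treatment of genome-edited SNCA-luciferase HEK-293 cells, live-cell protease substrate GF-AFC read by fluorescence after 30 min; activity scaled between DMSO (0%) and medium-only (-100%), curves Hill-fitted.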
HEK293 tox: Cytotoxic Profiling in HEK 293 Cell Line of Diverse Libraries Using Quantitative High-Throughput Screening; HEK 293 viability, ATP luminescence (CellTiter-Glo), 48-72 h; actives 6.6% (n = 94,000); Potency, µM (series often up to 115 µM), inactives show at the top dose activity change, negative = cytotoxicity, usual class: inhibitors; also: potency is read from the fitted curve at half-maximal effect; nearly all actives have a fitted effect of over 60% in size
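Viability of HEK 293 cells, plated at 250 cells/well, was judged by cellular ATP after compound treatment for 48 or 72 hr. Luminescence was imaged 10 min after CellTiter-Glo addition at room temperature.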
FLuc inh: Firefly luciferase inhibition profiling of diverse chemical library using quantitative high-throughput screening; Luciferin 4-monooxygenase (Photinus pyralis), P08659; Potency, µM (top dose mostly 115 µM), without a hit: at the top dose activity change, negative = inhibition, hits mostly inhibitors; actives 2.5% (n = 76,000); purified P. pyralis luciferase, luminescence, biochemical; also: potency is read from the fitted curve at half-maximal effect; nearly all actives have a fitted effect of over 65% in size
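Inhibitors were tested against purified firefly luciferase in a biochemical, low-substrate format (both substrates at 10uM) and luminescence measured with a CCD imager.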
IP6K1 inhibitor: Primary qHTS assay for small molecule inhibitors of Inositol hexaphosphate kinase 1 (IP6K1) | IP6K1 kinase, ADP-Glo luminescence, 2 h; active compounds read low | Inositol hexakisphosphate kinase 1 (Homo sapiens), Q92551 | activity change, % (series mostly up to about 58 µM) | actives 0.81% (n = 140,000); in the data active = activity change below about -25%
Target sequence (Q92551 whole entry, looked up): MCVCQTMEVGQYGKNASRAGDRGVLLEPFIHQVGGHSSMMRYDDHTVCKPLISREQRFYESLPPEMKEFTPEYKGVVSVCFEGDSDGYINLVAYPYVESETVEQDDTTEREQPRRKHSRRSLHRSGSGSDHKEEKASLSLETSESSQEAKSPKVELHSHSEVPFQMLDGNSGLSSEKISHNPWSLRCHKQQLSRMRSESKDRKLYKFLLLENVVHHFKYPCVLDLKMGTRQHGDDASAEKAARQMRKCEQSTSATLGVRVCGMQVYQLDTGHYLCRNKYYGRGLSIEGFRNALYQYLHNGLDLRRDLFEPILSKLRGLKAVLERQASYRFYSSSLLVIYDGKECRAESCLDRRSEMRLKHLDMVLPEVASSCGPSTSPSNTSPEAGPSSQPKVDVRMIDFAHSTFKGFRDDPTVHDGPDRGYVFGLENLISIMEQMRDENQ
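ADP-Glo luminescence measures ADP made by human IP6K1 during a 2 h RT reaction with ATP/IP6 (mix at 1.3 mM/130 uM); top library doses 57.5 and 19.1 uM final.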
NIH3T3 tox: Cytotoxic Profiling in NIH 3T3 Cell Line of Diverse Libraries Using Quantitative High-Throughput Screening; NIH 3T3 viability, CellTiter-Glo ATP luminescence, 48-72 h; Potency, µM (top dose mostly 96.7 µM), inactives show at the highest dose activity change, negative = cytotoxicity, actives largely listed as inhibitors; actives 4.3% (n = 94,000); also: potency is read from the fitted curve at half-maximal effect; nearly all actives have a fitted effect of over 55% in size
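Viability of NIH 3T3 cells after 48 or 72 hr compound treatment at 37 °C was assessed by CellTiter-Glo, with luminescence imaged following a 10 min room-temperature step.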
* marks the source's active call; other numbers are inactive results; i = inactive; ? = inconclusive; nt = no result given; [ ] = another dose, or the depositor's remark. Unless noted, calls follow the shape of the dose curve; as a rule, active = well fitted curve in the direction sought with a large enough effect; inconclusive = small, poorly fitted or top-dose-only effect, or another doubt; inactive = no such curve, though single readings can be large; an effect the other way counts as inactive or inconclusive. Unless noted, % is scaled to controls: 0 for no effect and ±100 for the full control effect. Rows were taken by chance; about 7.8% have a hit in one of these screens.

molecule,SNCA expr inhib,SNCA viab count,IP6K1 inhibitor,GPT2 inhibitor,FLuc inh,NIH3T3 tox,HEK293 tox
Cc1ccc(NC(=O)CSc2nc3ccccc3c(=O)n2CCC(=O)NC2CCCCC2)cc1C,-6%,1%,54,nt,nt,nt,nt
CCCC(=O)Nc1ccc(NC(=O)c2sc3ccccc3c2Cl)cc1,22%,9%,2,nt,nt,nt,nt
CCC1(N2CCN(S(=O)(=O)c3cc(F)cc(F)c3)CC2)CCN(S(C)(=O)=O)C1 (centres undefined),4%,5%,0,i,6%,-19%,-25%
CCOc1ccc(CCNc2nc3c(-c4ccc(C)cc4)nnn3c3ccccc23)cc1OCC,22%,18%,-1,nt,nt,nt,nt
Cc1ccc(CCC(=O)N2CCC(Cn3cc(CO)nn3)CC2)cc1C,-6%,9%,6,i,0%,-10%,-20%
Cc1cn2c(=O)c(S(=O)(=O)Nc3ccc(N4CCOCC4)cc3)c(C)nc2s1,-20%,7%,17,nt,nt,nt,nt
CC(C)NCC(O)COc1cccc2ccccc12 (centres undefined),-6%,1%,nt,i,nt,nt,nt
COc1ccc([S+](=O)([O-])c2nnn3c2nc(NCc2ccc(F)cc2)c2ccccc23)cc1,-4%,-7%,25,-14%,nt,?,?
O=C(NCC1(COc2cnccn2)C[C@@H](O)[C@@H](O)C1)C1CCOCC1 (some centres undefined),22%[87.6 µM],0%[87.6 µM],-15,-3%[88.5 µM],2%[172 µM],-2%[174 µM],i
O=C(c1ccccc1)n1nc(-c2ccccc2)nc1NCc1ccc(F)cc1,31%[activator],-13%,11,nt,nt,nt,nt
CCOc1ccc(NC(=O)Cn2c(=O)n(CC3CCC(C(=O)NCCc4ccccc4)CC3)c(=O)c3ccccc32)cc1 (centres undefined),0%,4%,6,nt,nt,nt,nt
CCOC(=O)c1sc(NC(=O)[C@H](C(C)C)n2c(=O)[nH]c3ccccc3c2=O)nc1C,nt,-8%,1,i,nt,nt,nt
O=C(O)CCc1cc2n(n1)CCCN(C(=O)CN1CCOC1=O)C2,-26%,-2%,15,i,0%,-2%,-3%
Cc1ccc(CNC(=O)c2oc3ccc(S(=O)(=O)N4CCC(C)CC4)cc3c2C)cc1,1%,-6%,-12,nt,nt,nt,nt
CCCCCNC(=O)C1CCCN1c1nccc(Nc2ccc(C)cc2)n1 (centres undefined),-23%,-9%[12.5 µM],-3,i,nt,?,?
C=CCNC(=O)C(NC(=O)c1ccc(OC)cc1)C1CCN(C(=O)c2cccc(OC)c2)CC1 (centres undefined),-11%,2%,-6,-24%,-7%,i,i
Cc1cc(CN(C)c2cc(C3CC(N)C3)nc(N)n2)no1 (centres undefined),10%,-2%,6,-7%,7%,i,1%
COc1cc2nc(NCCC(C)C)n3nc(-c4ccccc4)nc3c2cc1OC,23%,-1%,10,nt,nt,nt,nt
CN(C)c1ccc(CN2CCn3c(nnc3C3CCNCC3)C2)cc1,29%,6%,-8,i,nt,i,i
CCCCCCOC(=O)C1=CN(C)S(=O)(=O)N=C1C,14%,10%,4,-22%,-8%,?,?
CC(C)CN(C(=O)CC1COc2ccc(C(=O)N(C)C)cc2N1C)C1CC1 (centres undefined),-10%,9%,5,-1%,-4%,2%,-6%
CCOC(=O)N1CCN([N+]([O-])=NOc2ccc([N+](=O)[O-])cc2[N+](=O)[O-])CC1,-24%,-13%,nt,i,nt,nt,nt
O=C(NCC1(COc2cccnc2)C[C@@H](O)[C@@H](O)C1)c1cnccn1 (some centres undefined),12%[87.6 µM],-5%[87.6 µM],9,?,5%[172 µM],i,i
O=C1COc2ccc(-c3ccccc3)nc2CN1Cc1ccccc1F,-19%[87.6 µM],2%[87.6 µM],-9,-9%[88.5 µM],1%[172 µM],?,?
COc1cccc(-c2noc(CC3CCN(C(=O)c4cc(OC)c(OC)c(OC)c4)CC3)n2)c1,4%,-15%,3,-2%,-12%,?,45µM*
O=C(NCC(F)F)c1cc(-c2cccs2)c2cccn2n1,25%[87.6 µM],-7%[87.6 µM],7,-21%[88.5 µM],nt,?,?
COC(=O)c1ccc(NC(=O)N2CCC(CN3CCc4ccccc4C3)CC2)cc1,9%,5%,13,nt,nt,nt,nt
CCCCNc1oc(-c2ccc(COc3ccccc3C)o2)nc1C#N,17%,-17%,-8,nt,nt,nt,nt
C=CCO[C@@H]1CCN2C(=O)c3cc(-c4ccccc4)ccc3NC(=O)[C@H]12,5%[87.6 µM],14%[87.6 µM],-6,i,-22%[172 µM],-26%[174 µM],-26%[172 µM]
Cc1ccc(-c2cc(C(=O)NCCCc3ccccc3)c3cnn(C)c3n2)c(C)c1,-8%,-5%,-4,-4%,nt,?,?
CCn1ncnc1C(C)NC(=O)c1coc(COc2ccc3c(c2)OCO3)n1 (centres undefined),-27%,2%,-9,0%,1%,1%,-10%
O=C(O)[C@H]1C[C@@H](C(=O)N2CCCC2)CN(Cc2ccc(F)cc2F)C1,-15%,14%,1,4%,2%,i,i
CCOC(=O)c1ccc(NC(=O)C(CC)Sc2nnc3c4ccccc4n(C)c3n2)cc1 (centres undefined),-8%,-6%,6,nt,nt,nt,nt
CCc1nncn1C1CCN(C(=O)Nc2ccc(F)c(Cl)c2)C1 (centres undefined),2%,-2%,-8,i,1%,i,3%
CNC(=O)C1(N2CCC[C@H]2C(=O)N2CCCCCC2)COC1,28%[87.6 µM],-19%[87.6 µM],11,4%[88.5 µM],-5%[172 µM],0%[138 µM],i
COC1CN(c2cccc(F)c2)C12CCN(S(=O)(=O)c1cccc(F)c1)CC2 (centres undefined),-11%,-18%,27,i,nt,?,28µM*
c1ccc(-c2nnc(CN3CCN(c4ccccn4)CC3)o2)cc1,47%[activator],-11%,-15,nt,nt,nt,nt
COc1cccc(-c2cccc(CN3CCCC3C(=O)N3CCCC(C)C3)c2)c1 (centres undefined),nt,nt,23,nt,nt,?,50µM*
CCOC(=O)C1=C(C)N=C2SC=C(CC(=O)NCc3ccco3)N2C1c1ccccc1Cl (centres undefined),?,4%,20,-2%,1%,-22%,?
Cc1cc(C)n(-c2nc(C)c(C)c(=O)n2CC(=O)Nc2ccc(Cl)c(Cl)c2)n1,?,-4%,-18,nt,nt,nt,nt
Clc1cccc(-c2csc(-c3nc(-c4ccc(Br)s4)cs3)n2)c1,10%,-2%,22,nt,nt,nt,nt
NCc1ccc(-c2cccc(O)c2)cc1,-1%[87.6 µM],-16%[87.6 µM],-13,4%[88.5 µM],nt,89µM*,89µM*
O=C(C[C@@H]1O[C@H](CNC(=O)c2ccccc2)[C@@H](O)[C@H]1O)NCCN1CCOCC1,25%[87.6 µM],6%[87.6 µM],5,3%[88.5 µM],-3%[172 µM],-9%[174 µM],i
CCc1cc(C(=O)NCc2ccc(F)cc2)no1,37%[activator],-8%,-8,nt,nt,nt,nt
CCOc1cc(=O)n2c(c1C(=O)Nc1ccccc1CC)CCCC2,?,-3%,-4,-2%,1%,-7%,-11%
CSc1ncc(C(=O)N2CCN(c3cc(Cl)ccc3C)CC2)c(C)n1,-7%,5%,-1,nt,nt,nt,nt
CCN1CCN(CCNC(=O)c2cc(-c3ccc(Cl)cc3)cn2CC)CC1,-28%,-8%,0,-4%,2%,20µM*,28µM*
Cc1cc(CN2CC(Oc3ccc4c(c3)OCO4)C2)no1,-11%[87.6 µM],2%[87.6 µM],0,i,nt,-2%[138 µM],5%[172 µM]

2 neighbouring entries out of the list so far:
molecule,SNCA expr inhib,SNCA viab count,IP6K1 inhibitor,GPT2 inhibitor,FLuc inh,NIH3T3 tox,HEK293 tox
CCN1CCN(CCNC(=O)c2cc(-c3ccc(Cl)cc3)cn2CC)CC1,-28%,-8%,0,-4%,2%,20µM*,28µM*
Cc1cc(CN2CC(Oc3ccc4c(c3)OCO4)C2)no1,-11%[87.6 µM],2%[87.6 µM],0,i,nt,-2%[138 µM],5%[172 µM]

The list continues:
molecule,SNCA expr inhib,SNCA viab count,IP6K1 inhibitor,GPT2 inhibitor,FLuc inh,NIH3T3 tox,HEK293 tox
Cc1noc(C)c1CCCNC(=O)c1ccc(N2CCN(CC3CC3)CC2)nc1,1%,-4%,6,-20%,-4%,-26%,-29%
O=C(c1ccncc1)N1CCC[C@H]1c1nc(-c2ccccc2)no1,-26%,-2%,11,-2%,-2%,-3%,-2%
COCC1CN(Cc2ccc(Cl)c(F)c2)CC12CCNCC2 (centres undefined),5%,-26%,14,i,-5%,?,?
C[C@@H](NC(=O)[C@@H]1C[C@@H](NS(=O)(=O)c2cn(C)cn2)CCN1C(=O)c1ccco1)C(N)=O,-16%,-4%,-2,-42%,-1%,2%,-3%
Cc1cccc(CNC(=O)CN2C(=O)CCCc3ccccc32)c1,50%[activator],0%,4,nt,nt,nt,nt
O=C(c1ccc(Cn2ccn3nc4c(c3c2=O)CCCC4)cc1)N1CCN(c2ccccc2F)CC1,-17%,3%,20,-1%,-8%,-24%,?
O=C([C@H]1O[C@H](CCN2CCN(c3ccccc3)CC2)CC[C@@H]1O)N1CCOCC1,-16%[87.6 µM],-1%[87.6 µM],8,1%[88.5 µM],0%[172 µM],-1%[174 µM],2%[172 µM]
CNC(=O)[C@@H]1CN(C(=O)c2conc2C)C[C@H]1COC,-10%,-9%,3,i,2%,-7%,i
O=C(Cn1c(=O)nc(-c2ccccc2)c2ccccc21)NCc1ccc(Cl)cc1,22%,1%,-3,nt,nt,nt,nt
COC[C@H]1CCCN1C[C@@H]1C=C(C)[C@H](Cc2nnc(-c3cccnc3)o2)C[C@H]1C(C)C,-12%[87.6 µM],?,-3,-45%[88.5 µM],-13%[172 µM],?,?
CCCOCCNC(=O)c1c(C)noc1-c1cccs1,11%,6%,-9,i,-9%,-18%,-19%
COc1ccccc1-n1cc(C(=O)NC(Cc2ccco2)C(=O)O)cn1 (centres undefined),?,-10%,-10,-7%,-6%,-3%,i
O=C(NCc1ccccc1)c1ccc2nnc(-c3ccc(OC(F)(F)F)cc3)n2c1,6%,-2%,-12,i,nt,?,?
CCOC(=O)CSc1nc2c(sc3cccc(F)c32)c(=O)n1Cc1ccc(OC)cc1,-17%,-8%,12,nt,nt,nt,nt
C[C@@H]1CN(Cc2nnnn2CC(=O)NC2CCN(Cc3ccccc3)CC2)C[C@H](C)O1,-14%,-1%,8,0%,-2%,-1%,i
